Assay outcomes as filed in PubChem BioAssay.
KKLEB tox = reduces viability of KKLEB cystic fibrosis airway cells. KKLEB CF airway cells viability, ATPlite luminescence, overnight; stronger effect = lower value; cells stimulated with P. aeruginosa culture filtrate. AID 602141. activity change (cytotoxicity), % at 5 µM. 360,000 tested, 0.36% active;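 active = corrected activity change at or below -50% at 5 µM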
TWEAK-Fn14 inh = TWEAK-Fn14 signaling inhibition | TWEAK-stimulated Fn14 reporter cells, luciferase luminescence, 8 h | inhibition, % at 10 µM | 360,000 tested, 2% active; in the data active = inhibition above about 50%
NCOA2 inhibitor = inhibits human steroid receptor coactivator 2. inhibition, % at 9 µM. AID 651957. HEK293 GAL4-SRC2 luciferase reporter, luminescence. Q15596. 370,000 tested, 0.17% active;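 active = inhibition above the mean inhibition of all tested compounds plus 3 SD, set per campaign, cut at about 52% in these data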;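 note: 0% = DMSO treated cells and 100% = cells given Gossypol at 36 µM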
NR2F2 inh = inhibitors of human COUP-TFII (NR2F2); P24468; HEK293T NGFI-A luciferase reporter, luminescence; inhibition, % at 8.6 µM; 370,000 tested, 0.7% active;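 active = inhibition above a per-plate cutoff, mean inhibition of test wells between control levels plus 3 SD, cut at about 38% in these data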;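 note: cells cotransfected with COUP-TFII expression vector driving the NGFI-A reporter; 0% = median of COUP-TF2 test wells and 100% = reporter-only cells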
Target sequence (P24468 whole entry, looked up): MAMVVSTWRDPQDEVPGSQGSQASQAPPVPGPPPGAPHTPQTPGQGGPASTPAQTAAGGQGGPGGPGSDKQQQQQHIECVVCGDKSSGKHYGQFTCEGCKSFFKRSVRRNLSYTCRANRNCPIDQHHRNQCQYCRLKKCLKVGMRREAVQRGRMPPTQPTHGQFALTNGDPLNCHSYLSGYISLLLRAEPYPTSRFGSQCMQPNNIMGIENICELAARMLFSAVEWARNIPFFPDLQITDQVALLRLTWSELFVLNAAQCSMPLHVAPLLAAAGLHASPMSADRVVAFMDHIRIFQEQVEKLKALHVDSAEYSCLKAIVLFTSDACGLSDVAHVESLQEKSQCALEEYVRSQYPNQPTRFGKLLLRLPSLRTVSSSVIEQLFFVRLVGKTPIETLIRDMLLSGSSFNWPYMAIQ
TRAIL sens C8 = caspase-8 TRAIL sensitization. 360,000 tested, 1% active. inhibition (viability loss, TRAIL sensitization), % at 10 µM. AID 624354. NB7+C8 cells + TRAIL, ATPlite viability luminescence;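 active = compounds causing at least 50% loss of cell viability in the single-dose screen, relative to plate controls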
TROY signal inh = TROY signaling inhibition; Q293 LMP1-TROYcd NF-kB luciferase reporter, 4 h; inhibition, % at 10 µM; 360,000 tested, 0.98% active;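 active = compounds whose plate-normalised and pattern-corrected inhibition of the luciferase reporter signal at the single screening dose is 50% or more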
SRC1 inh = human NCOA1 inhibition | Q15788 | HEK293 GAL4-SRC1 luciferase reporter, luminescence | inhibition, % at 3.6 µM | 360,000 tested, 0.12% active;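 active = inhibition above the campaign mean plus 3 SD, with each screening campaign given its own cutoff, cut at about 60% in these data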;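 note: 0% = DMSO treated cells and 100% = gossypol at 36 µM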
NR5A2 inv ag = inverse agonists of human LRH-1 (NR5A2); O00482; HEK293T StAR-luciferase reporter, LRH-1 transfected, 24 h; inhibition, % at 3.6 µM; 360,000 tested, 0.13% active;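 active = inhibition above the mean inhibition of all tested compounds plus 3 SD, cut at about 73% in these data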;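 note: 0% = DMSO wells and 100% = reporter-only cells lacking LRH-1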
Target sequence (O00482 whole entry, looked up): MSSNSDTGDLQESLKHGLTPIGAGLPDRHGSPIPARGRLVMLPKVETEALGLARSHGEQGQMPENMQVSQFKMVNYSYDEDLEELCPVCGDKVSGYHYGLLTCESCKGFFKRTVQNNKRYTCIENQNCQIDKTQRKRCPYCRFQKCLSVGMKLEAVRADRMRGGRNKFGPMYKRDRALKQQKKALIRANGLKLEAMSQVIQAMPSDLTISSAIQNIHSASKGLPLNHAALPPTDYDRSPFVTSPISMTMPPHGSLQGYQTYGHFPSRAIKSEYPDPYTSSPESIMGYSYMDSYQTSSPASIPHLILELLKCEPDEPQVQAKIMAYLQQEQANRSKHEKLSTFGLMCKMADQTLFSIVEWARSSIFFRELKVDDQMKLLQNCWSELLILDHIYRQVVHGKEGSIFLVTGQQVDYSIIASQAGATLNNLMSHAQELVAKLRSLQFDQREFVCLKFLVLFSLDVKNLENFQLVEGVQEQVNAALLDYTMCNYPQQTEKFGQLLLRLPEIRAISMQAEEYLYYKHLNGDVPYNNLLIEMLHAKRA
CF NFkB block = cystic fibrosis NF-kB activation inhibition. inhibition, % at 5 µM. AID 588850. 360,000 tested, 0.86% active. KKLEB NF-kB-GFP reporter, PAF-induced, GFP fluorescence overnight;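 active = at least 50% inhibition at 5 µM, scaled per plate between neutral and stimulator controls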;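 note: PAF is a Pseudomonas aeruginosa culture filtrate used as stimulus; plate controls were PAF-stimulated DMSO wells for no effect and unstimulated DMSO wells for full effect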
EBV LMP1 NFkB = inhibitors of Epstein-Barr LMP1-induced NF-kappaB reporter | 350,000 tested, 0.69% active | LMP1-induced NF-kappaB luciferase reporter cells, luminescence | inhibition, % at 12.5 µM; in the data active = inhibition above about 41%;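 note: 0% = neutral control wells and 100% = reference inhibitor control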
NCOA3 inh = inhibits human SRC3 coactivator; HEK293 GAL4-SRC3 luciferase reporter, luminescence; inhibition, % at 3.6 µM; 360,000 tested, 0.17% active;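 active = inhibition above a per-campaign cutoff, the mean of all compounds plus 3 SD, cut at about 60% in these data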;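 note: 0% = DMSO-treated cells and 100% = gossypol-treated cells at 36 µM; higher means less SRC3-driven luciferase light from the GAL4 reporter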
* hit, by the source's call; . = no result given. This is a random part of the collection, and some 4.2% of all compounds hit somewhere here.

Value order: KKLEB tox, TWEAK-Fn14 inh, NCOA2 inhibitor, NR2F2 inh, TRAIL sens C8, TROY signal inh, SRC1 inh, NR5A2 inv ag, CF NFkB block, EBV LMP1 NFkB, NCOA3 inh
> O=C(Nc1cn(-c2ccccc2)nc1-c1ccc(Cl)cc1)c1ccccc1
→ -6, -3, 0, -6, 1, -23, -9, -5, -16, 0, 8
> O=c1c2ccccc2nc(-c2cccs2)n1-c1cccc2ccccc12
→ -4, 14, 21, -5, 0, 1, -10, -2, -6, 6, 21
> COc1ccc(OCc2cccc(C(=O)NN)c2)cc1
→ 3, -30, -87, -52, 33, -55, -193, -209, 2, 62*, -116
> CC(=O)CCc1c(C)nc2ccc(C(=O)O)cc2c1Cl
→ -6, 25, -3, 6, 19, -23, -10, -11, 22, -1, 4
> CC(C)c1ccc(/C=C2\Oc3c(ccc(O)c3CN3CCN(C)CC3)C2=O)cc1
→ -4, 11, 1, -7, -7, -10, -26, -12, 1, 3, 6
> COc1ccc(/C=C(\C#N)C(=O)OCC(=O)Nc2ccc(C(C)(C)C)cc2)cc1
→ 11, -6, -11, 3, -2, -20, -18, -13, -8, 1, -9
> O=C(CCS(=O)(=O)c1ccccc1)Nc1ccc(S(=O)(=O)Nc2ncccn2)cc1
→ 0, -7, 21, -4, 4, -7, 10, 4, -31, -5, 11
> Cn1c(=O)[nH]c(=O)c2c1nc(N1CCCC1)n2CC(O)COc1ccccc1 (centres undefined)
→ 8, -13, -3, -3, 0, -2, -1, -11, 1, -6, -11
> Cc1cc(Cl)ccc1OC(C)C(=O)Nc1ccccc1N1CCOCC1 (centres undefined)
→ -18, -1, -8, 13, -3, -11, -7, -8, 32, -15, 14
> Clc1ccc(-c2csc(N/N=C/c3cccnc3)n2)c(Cl)c1
→ -2, 38, -8, 15, 6, 13, -11, -2, -17, -15, 4
> O=C(CN1CCCCCCC1)NC(=O)NC1CCCCC1
→ -2, -13, -6, 0, -2, -16, -11, 9, -8, -7, -16
> COc1ccc(C(=O)Nc2cccc(C(C)=O)c2)cc1S(=O)(=O)N1CCOCC1
→ 14, 31, 0, -9, 2, ., 18, 11, -6, -1, 29
> Cc1cccc(-c2nc3c(c(SCC(=O)N4CCOCC4)n2)CCCC3)c1
→ -5, 0, 4, 0, 4, ., 8, 5, 10, -5, -11
> O=C(Nc1cccc(-n2cnnn2)c1)c1cccnc1
→ 2, 1, 11, -6, -4, -17, -2, 16, 7, -2, 9
> O=C(C1CCN(c2ncnc3c2nc2n3CCCCC2)CC1)N1CCCCC1
→ 3, -12, 12, -3, 6, -7, -5, 18, 1, -2, -34
> Cn1cc(S(=O)(=O)N2CCN(c3ccccc3F)CC2)c(=O)n(C)c1=O
→ -2, -5, 5, -9, -9, 1, -2, 2, 6, 1, -3
> CCOC(=O)N1CCN(C2CC(=O)N(c3ccc(Oc4ccccc4)cc3)C2=O)CC1 (centres undefined)
→ 6, 10, 23, 7, 2, -13, 10, 4, 6, 4, -8
> CC(C)C12CN3CC(C(C)C)(CN(C1)C3c1ccccc1O)C2=O (centres undefined)
→ -1, -3, 3, 8, -1, 6, 11, 11, 5, -12, -3
> O=C(NCC1CC1)c1ccc(Nc2nc3ccc(Br)cc3[nH]2)cc1
→ 3, 17, 2, 11, 10, 22, -3, 1, 34, 1, -10
> O=c1c2ccccc2[nH]c(=S)n1Cc1cccnc1
→ -3, 5, 2, 18, -24, 17, -7, -9, -17, 0, -8
> Cc1ccc(NS(=O)(=O)c2ccc(NC(=O)C3CC3)cc2)c(C)c1
→ 5, 7, 27, 18, -21, 2, 7, 10, 3, 16, -17
> O=C(O)c1ccccc1Sc1ncnc2sccc12
→ 15, 6, -14, -4, -14, 1, -8, -1, -20, 4, 12
> Cc1nn(Cc2ccc(Cl)cc2)c(C)c1NC(=O)CCCn1nc([N+](=O)[O-])c(Cl)c1C
→ -7, -19, -10, 1, -3, -1, 13, 20, -15, 1, 13
> N/C(=N\OS(=O)(=O)c1ccc2ccccc2c1)c1cccnc1
→ -1, -3, 8, 9, -12, -4, -16, -11, 8, -12, -11
> C[C@H](NC(=O)[C@@H]1Cc2ccccc2CN1)C(=O)NC1CCCC1
→ -1, 4, 24, -25, -17, -10, 10, 5, -4, 2, -2
> Cc1cccc(OCc2n[nH]c(=S)o2)c1
→ -2, 0, 18, 10, -8, 0, 6, 22, 17, -1, 7
> COc1ccccc1OCC(=O)N/N=C1\CCc2ccccc21
→ 10, -3, -26, -22, 11, -17, -37, -5, 2, -25, -50
> COc1ccc(C(=O)NNC(=O)C23CC4CC(CC(C4)C2)C3)c(OC)c1
→ -3, 5, -7, -17, 6, -17, -4, -12, -3, -5, -29
> O=C(Nc1ccc(Cl)cc1Cl)c1n[nH]c(Cn2cncn2)n1
→ -23, -22, -17, -26, 14, -31, -21, -38, -4, -1, -22
> Cc1ccc(CS(=O)(=O)CCC(=O)NCCN(C)Cc2ccccc2)cc1
→ 5, -2, -14, -6, 1, -7, 2, 12, -3, -5, -34

Two records drawn at random from the list so far:
Value order: KKLEB tox, TWEAK-Fn14 inh, NCOA2 inhibitor, NR2F2 inh, TRAIL sens C8, TROY signal inh, SRC1 inh, NR5A2 inv ag, CF NFkB block, EBV LMP1 NFkB, NCOA3 inh
> Cc1cc(Cl)ccc1OC(C)C(=O)Nc1ccccc1N1CCOCC1 (centres undefined)
→ -18, -1, -8, 13, -3, -11, -7, -8, 32, -15, 14
> O=C(Nc1cn(-c2ccccc2)nc1-c1ccc(Cl)cc1)c1ccccc1
→ -6, -3, 0, -6, 1, -23, -9, -5, -16, 0, 8

6 compounds from above, sorted by the value under NR5A2 inv ag, ascending:
SMILES	TWEAK-Fn14 inh	NCOA2 inhibitor	NR2F2 inh	SRC1 inh	NR5A2 inv ag	CF NFkB block	EBV LMP1 NFkB	NCOA3 inh
COc1ccc(C(=O)NNC(=O)C23CC4CC(CC(C4)C2)C3)c(OC)c1	5	-7	-17	-4	-12	-3	-5	-29
Cc1cc(Cl)ccc1OC(C)C(=O)Nc1ccccc1N1CCOCC1 (centres undefined)	-1	-8	13	-7	-8	32	-15	14
O=C(Nc1cn(-c2ccccc2)nc1-c1ccc(Cl)cc1)c1ccccc1	-3	0	-6	-9	-5	-16	0	8
C[C@H](NC(=O)[C@@H]1Cc2ccccc2CN1)C(=O)NC1CCCC1	4	24	-25	10	5	-4	2	-2
COc1ccc(C(=O)Nc2cccc(C(C)=O)c2)cc1S(=O)(=O)N1CCOCC1	31	0	-9	18	11	-6	-1	29
Cc1cccc(OCc2n[nH]c(=S)o2)c1	0	18	10	6	22	17	-1	7

(next part)
Value order: KKLEB tox, TWEAK-Fn14 inh, NCOA2 inhibitor, NR2F2 inh, TRAIL sens C8, TROY signal inh, SRC1 inh, NR5A2 inv ag, CF NFkB block, EBV LMP1 NFkB, NCOA3 inh
> Cc1ccc2c(=O)n3c(nc2c1)C(Cc1ccccc1)NC(=O)c1cc2ccccc2cc1-3 (centres undefined)
→ -12, 18, 2, 10, 24, 4, -4, 22, 1, 6, 0
> O=C1C2C3C=CC(C3)C2C(=O)N1Cc1ccccc1 (centres undefined)
→ 10, 4, 8, 17, -22, -7, -17, 11, -7, -9, 3
> NC(=O)c1c(NC(=O)Cn2nc(C(=O)O)c3ccccc3c2=O)sc2c1CCC2
→ 1, -12, -1, 15, -12, 16, -4, 6, 1, -1, 7
> O=C(NC1=NCCS1)c1ccc(Cl)c(S(=O)(=O)N2CCCC2)c1
→ -6, 22, -27, 9, -1, 10, 12, -8, 20, -2, 4
> Cc1cc2ccccc2n2c(SCC(=O)Nc3ccc(S(=O)(=O)N4CCC(C)CC4)cc3)nnc12
→ -16, 14, 9, -9, -3, 7, -7, -2, -26, 1, 19
> Cc1cnc(NC(=O)c2ccc3c(c2)OCCO3)s1
→ -58*, 103*, 67*, 46*, 94*, 85*, 8, 8, 11, 79*, 22
> CC(=O)Nc1ccc(N2CCN(C(C)=O)CC2)cc1
→ 9, 10, 0, -12, -8, -8, -8, 17, -5, 2, 7
> Cc1cccc(C(=O)NCCC(=O)Nc2ccc(C)c(F)c2)c1
→ 0, -2, 5, -5, -18, -27, -5, 22, 1, 6, 14
> O=C(Nc1ccc(-c2nc3cccnc3s2)cc1)c1ccc(Cl)nc1
→ -15, -11, -44, -12, 5, -34, -56, -29, 13, -19, -40
> CCOC(=O)C(C)n1cnc2sc(C)c(C)c2c1=O (centres undefined)
→ 2, 4, -37, -4, 1, -13, -5, -6, -1, -4, 6
> COc1ccccc1CNC(=O)C1=CCN(S(=O)(=O)c2ccc(C)cc2)CC1
→ -23, 1, -14, 3, -5, 17, 4, 5, 12, -1, 19
> O=C(CN1CCCCCC1)Nc1cc([N+](=O)[O-])ccc1Cl
→ 0, 13, 16, 6, 8, 5, 3, 5, 7, 2, 3
> CC1(C)C(=O)Nc2ccccc2N1C(=O)COC(=O)/C=C/c1ccc(OC(F)F)cc1
→ -13, -6, 4, 2, -23, 45, 5, -20, 1, 2, 9
> Cc1nc(Nc2ccc(S(N)(=O)=O)cc2)oc1C
→ 3, -10, -4, -28, -8, -1, -3, -11, -19, 1, 26
> Cc1onc(C(=O)N2CCN(C(c3ccccc3)c3ccccc3)CC2)c1[N+](=O)[O-]
→ -3, -1, 11, 6, 91*, 2, -18, -15, 23, -12, 4
> O=C(CN1C(=O)C2CC=CCC2C1=O)Nc1ccc(F)c(Cl)c1 (centres undefined)
→ 13, -2, 10, 6, -7, -1, 5, 0, 9, 5, -6
> CCOC(=O)Cc1csc(-n2sc3ccccc3c2=O)n1
→ 2, -20, -20, -4, 2, -22, -51, 24, 7, -10, 10
> C=CCc1ccccc1OCC(O)CN1CCN(CCN2C(=O)c3cccc4cccc(c34)C2=O)CC1 (centres undefined)
→ -4, -47, -27, 23, 16, 18, 9, -8, -18, -14, 16
> CN1CCN(CC(C)(C)NS(=O)(=O)c2ccccc2)CC1
→ 16, 1, -2, 16, -7, -3, -3, -9, -22, 0, 3
> CCOC1=NN(c2ncc(C(F)(F)F)cc2Cl)C(=O)/C1=C/N(C)C
→ -4, 2, 1, 5, -2, 6, -1, 18, 4, -7, 4
> Cc1c(NC(=O)c2c(O)c3ccccc3n(C)c2=O)c(=O)n(-c2ccccc2)n1C
→ 4, 3, -57, 17, -2, -16, -15, -3, 12, 4, 13
> Cc1cc(C)c2c(N)c(C(=O)Nc3ccc(F)cc3)sc2n1
→ -4, -7, -45, -32, 5, -50, -82, -138, -15, -29, -127
> Cc1cc(=O)oc2c(C(=O)/C=C/c3ccccc3)c(O)ccc12
→ -7, 13, 6, 6, 9, -11, -24, 15, -9, 12, -11
> Cc1ccc(-n2c(SCC(=O)N3CCC(C(=O)O)CC3)nc3ccccc3c2=O)cc1C
→ 6, 59*, -26, -14, 4, 29, -19, -41, -7, -16, -43

Marked active in NCOA2 inhibitor (from the list above):
structure | TWEAK-Fn14 inh | NCOA2 inhibitor | NR2F2 inh | SRC1 inh | NR5A2 inv ag | CF NFkB block | EBV LMP1 NFkB | NCOA3 inh
Cc1cnc(NC(=O)c2ccc3c(c2)OCCO3)s1 | 103* | 67* | 46* | 8 | 8 | 11 | 79* | 22
